Compound activity deposited in PubChem by several laboratories.
LAP4-GFP MLPCN – alters LAP4-GFP fluorescence in TOR pathway yeast screen. GFP response vs DMSO, % at 10 µM. actives 0.34% (n = 320,000). S. cerevisiae LAP4-GFP multiplex, flow cytometry GFP, 3 h; median GFP as percent of DMSO wells;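 active means GFP response vs DMSO above a set limit, about the screen mean plus 3 SD, cut at about 150% in these data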
AHR act – human AHR activation; P35869; AHR-responsive luciferase reporter cells, luminescence; activation, % at 5 µM; actives 2.5% (n = 320,000); AID 2796; in the data active means activation above about 47%;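 further: 0% = vehicle wells and 100% = reference agonist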
Target sequence (P35869 whole entry, looked up): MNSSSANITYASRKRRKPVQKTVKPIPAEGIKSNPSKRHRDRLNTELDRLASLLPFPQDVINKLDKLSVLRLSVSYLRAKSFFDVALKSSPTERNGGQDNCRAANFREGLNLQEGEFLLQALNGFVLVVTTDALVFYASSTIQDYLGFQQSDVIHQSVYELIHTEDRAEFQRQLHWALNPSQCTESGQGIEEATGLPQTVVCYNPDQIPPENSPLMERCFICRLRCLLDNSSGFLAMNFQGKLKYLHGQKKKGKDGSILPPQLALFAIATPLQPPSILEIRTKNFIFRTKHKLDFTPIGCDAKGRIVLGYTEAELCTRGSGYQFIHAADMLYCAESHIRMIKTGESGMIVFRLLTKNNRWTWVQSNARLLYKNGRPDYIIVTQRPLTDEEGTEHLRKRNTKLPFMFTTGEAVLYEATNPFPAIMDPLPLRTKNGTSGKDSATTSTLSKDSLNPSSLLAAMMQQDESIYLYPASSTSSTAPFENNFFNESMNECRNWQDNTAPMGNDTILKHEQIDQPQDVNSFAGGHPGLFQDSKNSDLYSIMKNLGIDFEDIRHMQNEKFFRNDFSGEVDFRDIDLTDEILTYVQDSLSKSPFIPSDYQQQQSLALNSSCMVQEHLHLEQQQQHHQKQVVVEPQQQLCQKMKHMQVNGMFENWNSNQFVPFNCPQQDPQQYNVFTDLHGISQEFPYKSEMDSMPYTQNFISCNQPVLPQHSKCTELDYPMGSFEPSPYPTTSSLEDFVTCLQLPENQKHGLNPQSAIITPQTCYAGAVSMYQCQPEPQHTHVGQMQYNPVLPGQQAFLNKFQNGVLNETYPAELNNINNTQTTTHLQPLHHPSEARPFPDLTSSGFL
MEP2 TOR yeast – alters MEP2-GFP fluorescence in TOR pathway yeast screen; S. cerevisiae MEP2-GFP strain, flow cytometry GFP, 3 h; 100% = DMSO control level; actives 0.51% (n = 330,000); AID 2016; GFP response vs DMSO, % at 10 µM;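 active means GFP response versus DMSO above a set limit, roughly screen mean plus 3 SD, cut at about 180% in these data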;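 further: median GFP fluorescence of the barcode-gated MEP2-GFP cells per well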
proCasp7 act – counter-screen: procaspase-7 (human) activation; P55210; recombinant procaspase-7, Ac-DEVD-pNA absorbance 405 nm; D23A/D198A/D206A triple mutant, cannot self-cleave; scale: DMSO 0, 5 µM enzyme 100; activation, % at 8.5 µM; actives 0.093% (n = 330,000);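 active means percent activation above the screen-wide mean plus 3 SD, cut at about 25% in these data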
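signal = Epi-absorbance of released pNA at 405 nm, two timepoints | assay system = Uncleavable procaspase-7 mutant enzyme | reagent = Ac-DEVD-pNA substrate, 400 µM as added | times = 1 h enzyme–compound preincubation and 2 h substrate reaction, both 25 °C | benchmarks = low DMSO alone, high DMSO plus 5 µM PC-7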
procasp3 activ – procaspase-3 (human) activation; recombinant procaspase-3 D3A, Ac-DEVD-pNA absorbance 405 nm; AID 463141; activation, % at 8.5 µM; P42574; actives 0.11% (n = 330,000);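 active means activation above the mean of all tested compounds plus 3 SD, cut at about 21% in these data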;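 further: 0% = DMSO alone and 100% = DMSO wells spiked with extra 5 µM PC-3 D3A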
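Assay system – Procaspase-3 D3A mutant · Benchmarks – DMSO low control, extra-enzyme high control · Technique – 405 nm absorbance of p-nitroaniline, reads at 0 and 120 min · Doses – 8.5 µM nominal · Measure – % activation between DMSO and enzyme-spiked controls · Also added – Ac-DEVD-pNA chromogenic peptide substrate · Schedule – 1 h compound preincubation, 2 h substrate hydrolysis at 25 °C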
Yeast superoxide – lowers age-related superoxide in aged yeast cells. actives 0.18% (n = 330,000). superoxide response (% of plate mean), % at 10 µM. S. cerevisiae aged cells, superoxide DHE fluorescence; hits give low values;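 active means superoxide response under a set limit, about three screen SD below normal, cut at about 65% in these data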;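 further: yeast aged for seven days with compound at 30 °C before DHE staining; 100% = average MFI of all compound-treated wells on the plate with controls excluded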
GASC-1 inh – inhibitors of human GASC-1 (JMJD2C) demethylase. Q9H3R0. GST-JMJD2C(1-420) H3K9me3 demethylation, DELFIA europium. inhibition, % at 2.35 µM. actives 0.069% (n = 330,000). AID 2099;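 active means more than half of a compound's replicate wells show inhibition beyond 50%, single wells judged on their own value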;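 further: signal counts dimethyl H3K9 product captured on neutravidin plate; 0% = median of DMSO wells and 100% = 0.3 times that DMSO median; strong numbers were not always called active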
RPL19A TOR yeast – modulators of TOR pathway RPL19A-GFP in S. cerevisiae | S. cerevisiae RPL19A-GFP strain, flow cytometry, 3 h; hits give low values | actives 0.3% (n = 330,000) | percent response vs DMSO, % at 10 µM;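 active means percent response vs DMSO below 50%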;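 further: median channel GFP fluorescence of the barcoded RPL19A-GFP strain; ratio of sample median GFP to plate DMSO average so 100% = DMSO; lower means less RPL19A-GFP as with rapamycin TOR inhibition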
* marks the source's active call; other numbers are inactive results; nt = not tested or not shown; & = joins results of further samples. Hits appear at their usual frequency. Share with any hit: about 3.8%.

Preview, 5 compounds:
1: O=C(O)c1c2c(nc3ccccc13)/C(=C/c1ccccc1[N+](=O)[O-])CCC2
2: COc1ccc(-n2c(=O)c3c4c(sc3n3c(=S)[nH]nc23)CCC4)cc1
3: O=C(O)c1ccc(/C=N/Nc2ccc(S(=O)(=O)N3CCCC3)cc2[N+](=O)[O-])cc1
4: O=C(CCOc1ccccc1)Nc1ccccc1F
5: CC1CCc2c(sc(NC(=S)NC(=O)c3ccccc3)c2C#N)C1 (stereo not drawn)

assay / compound	1	2	3	4	5
LAP4-GFP MLPCN	95.1	103.6	106.5	106.2	87.8
AHR act	6.2	-0.1	2.9	2.4	0.8
MEP2 TOR yeast	106.9	95.3	97.1	101.5	100.0
proCasp7 act	3.6	-14.5	-3.3	4.2	-2.1
procasp3 activ	0.2	-4.9	-10.6	-6.2	-1.7
Yeast superoxide	109.5	110.3	93.4	101.6	109.2
GASC-1 inh	-14.2	7.8	1.6	0.1	1.2
RPL19A TOR yeast	99.7	99.3	96.4	94.1	93.7

Results (from the top)
1: O=C(O)c1c2c(nc3ccccc13)/C(=C/c1ccccc1[N+](=O)[O-])CCC2
2: COc1ccc(-n2c(=O)c3c4c(sc3n3c(=S)[nH]nc23)CCC4)cc1
3: O=C(O)c1ccc(/C=N/Nc2ccc(S(=O)(=O)N3CCCC3)cc2[N+](=O)[O-])cc1
4: O=C(CCOc1ccccc1)Nc1ccccc1F
5: CC1CCc2c(sc(NC(=S)NC(=O)c3ccccc3)c2C#N)C1 (stereo not drawn)
6: COc1ccc(CN(C)C(=O)COC(=O)c2ccc3c(c2)OCO3)cc1OC
7: CC(C)CC(NC(=O)C1CCC(C)CC1)C(=O)NCc1ccccn1 (stereo not drawn)
8: O=C(Nc1c2c(nn1-c1cccc(Cl)c1)CS(=O)(=O)C2)c1ccc2c(c1)OCO2

assay / compound	1	2	3	4	5	6	7	8
LAP4-GFP MLPCN	95.1	103.6	106.5	106.2	87.8	99.2	81.5	96.4
AHR act	6.2	-0.1	2.9	2.4	0.8	-0.1	-4.8	17.0
MEP2 TOR yeast	106.9	95.3	97.1	101.5	100.0	99.5	91.4	106.3
proCasp7 act	3.6	-14.5	-3.3	4.2	-2.1	12.9	5.8	4.4
procasp3 activ	0.2	-4.9	-10.6	-6.2	-1.7	2.2	1.0	-10.0
Yeast superoxide	109.5	110.3	93.4	101.6	109.2	102.8	106.4	87.8
GASC-1 inh	-14.2	7.8	1.6	0.1	1.2	0.3	-2.0	2.4
RPL19A TOR yeast	99.7	99.3	96.4	94.1	93.7	97.1	89.1	96.2

9: Cn1c2ccccc2c(=O)c2cc(C#CC3(O)CCCCC3)ccc21
10: COC(=O)c1ccc(Sc2ccc(Cl)cc2)c(N)c1
11: Cc1ccc(Cl)c(OC(=O)Cn2cnc3c2c(=O)n(C)c(=O)n3C)c1
12: CCC(C)(C)C1CCC2(CC1)NC(=O)N(CC(=O)N1CCN(S(=O)(=O)c3cc(C)ccc3C)CC1)C2=O (stereo not drawn)
13: Cc1cc(C(=O)CN2C(=O)C(=O)N(C3CCCC3)C2=O)c(C)n1CCc1ccc(F)cc1
14: Cc1ccc(NS(=O)(=O)c2c(C)[nH]c(C)c2C(=O)N2CCCCC2)cc1Cl
15: CC(=O)c1cccc(NC(=O)C2CCCCC2)c1
16: O=C1CCC(c2ccccc2)(C2CCN(Cc3ccccc3)CC2)C(=O)N1 (stereo not drawn)

assay / compound	9	10	11	12	13	14	15	16
LAP4-GFP MLPCN	108.7	125.6	99.5	84.2	104.2	109.7	95.0	105.5
AHR act	-15.0	-6.0	-0.6	-1.4	14.0	7.5	12.5	-0.1
MEP2 TOR yeast	121.6	97.7	107.3	95.9	102.4	104.7	99.9	94.9
proCasp7 act	179.9*	2.1	8.7	7.7	-8.4	-2.9	-3.5	-6.2
procasp3 activ	40.9*	-4.6	3.1	9.2	0.1	4.4	-3.7	4.3
Yeast superoxide	105.0	103.4	106.0	91.5	99.4	111.6	120.5	108.9
GASC-1 inh	3.3	9.2	-3.1	0.7	nt	4.1	5.9	6.6
RPL19A TOR yeast	103.2	98.6	96.0	98.5	101.2	105.4	100.1	98.1

17: COc1cc(-c2nnc3n(CCc4ccccc4)c(=O)c4ccccc4n23)cc(OC)c1OC
18: Cc1cc(C)cc(Oc2coc3cc(OC(=O)c4cccs4)ccc3c2=O)c1
19: O=C(Nc1cccc(Cl)c1)c1ccc(OC(=S)N2CCOCC2)cc1
20: Cc1ccc(SCc2cn3c(C)csc3n2)cc1
21: O=C(NCc1ccco1)Nc1ccc(OC(F)(F)F)cc1
22: Cc1ccc(C)c(OCCC(=O)NNC(=O)c2ccccc2)c1
23: CCOC(=O)CN1C(=O)C(Sc2n[nH]c(-c3cccc(C)c3)n2)CCc2ccccc21 (stereo not drawn)
24: CCc1noc(C)c1C(=O)Nc1nc(-c2ccc(OC)cc2OC)cs1

assay / compound	17	18	19	20	21	22	23	24
LAP4-GFP MLPCN	97.2	106.2	97.6	128.8	107.7	105.0	101.2	104.8
AHR act	20.7	1.3	1.2	33.4	-2.9	2.3	5.0	-6.2
MEP2 TOR yeast	100.3	107.4	98.1	99.2	101.6	100.7	100.4	101.0
proCasp7 act	0.3	4.9	-0.4	4.0	-1.7	0.9	-8.7	-5.4
procasp3 activ	10.4	7.1	1.8	-1.4	3.5	2.3	-6.0	-12.2
Yeast superoxide	107.6	99.6	109.0	87.0	100.9	113.2	123.8	76.9
GASC-1 inh	1.4	-3.4	-32.8	-3.6	7.9	-24.8	17.1	2.2
RPL19A TOR yeast	104.9	98.2	92.6	94.4	100.3	96.0	94.6	97.2

25: COc1cc(C(=O)N2CCN(C(=O)c3ccccc3)CC2)cc(OC)c1OC
26: Cc1cccc(NC(=O)CCC(=O)N2CCOCC2)n1
27: CC(C)CCNC(=O)CN(CCN1CCOCC1)C(=O)Cn1nnc(-c2ccc(F)cc2)n1
28: CS(=O)(=O)NN1C(=O)c2ccccc2NC1c1ccccc1O (stereo not drawn)
29: OC(COc1ccc2ccccc2c1Cl)CN1CCOCC1 (stereo not drawn)
30: Cc1c(NC(=O)C2Cc3ccccc3CN2C(=O)c2ccco2)c(=O)n(-c2ccccc2)n1C (stereo not drawn)
31: CCN(CC1CCCN(CCc2cccc(F)c2)C1)C(=O)c1cc2ccccc2o1 (stereo not drawn)
32: COc1cc(NC(=O)C2CCCN(S(=O)(=O)c3cccc4nsnc34)C2)cc(OC)c1 (stereo not drawn)

assay / compound	25	26	27	28	29	30	31	32
LAP4-GFP MLPCN	96.3	100.0	109.9	97.5	100.6	94.4	98.9	102.2
AHR act	0.5	8.0	0.8	1.2	18.1	-0.9	-0.4	1.7
MEP2 TOR yeast	98.2	98.9	115.1	96.5	96.4	100.8	99.1	104.4
proCasp7 act	-5.4	0.3	5.9	-2.3	14.5	-0.5	2.8	-2.0
procasp3 activ	0.4	-1.7	1.6	0.5	5.2	-7.8	11.7	-1.6
Yeast superoxide	104.0	78.8	107.0	83.8	93.5	126.8	90.9	112.8
GASC-1 inh	1.5	nt	109.0&5.5	-47.6	-2.3	10.7&41.8	-23.5	5.6
RPL19A TOR yeast	94.6	94.8	110.5	88.1	97.1	100.2	100.8	102.5

33: Cc1ccc(NC(=O)NNc2cccc(Cl)n2)cc1
34: COc1ccccc1C(=O)Nc1cc(-c2ccc(C)cc2)no1
35: COc1ccc(S(=O)(=O)Nc2c(C)cc(C)cc2C)c2cccnc12
36: CC(Oc1ccc(F)cc1)C(=O)Nc1nc(-c2ccccn2)cs1 (stereo not drawn)
37: COc1ccc(-c2nc(CS(=O)CC(=O)NC3CCCC(C)C3C)c(C)o2)cc1OC (stereo not drawn)
38: CCn1c(SCC(=O)N2CCc3ccccc32)nnc1-c1ccncc1
39: COc1ccccc1N1CCN(C(=O)CN(C2CCCCC2)S(C)(=O)=O)CC1
40: CCCCCC1CCC(c2n[nH]c(=S)n2C)CC1 (stereo not drawn)

assay / compound	33	34	35	36	37	38	39	40
LAP4-GFP MLPCN	93.5	99.0	104.4	137.5	111.6	92.1	101.7	100.5
AHR act	2.6	33.5	-1.9	9.9	2.5	0.6	1.6	-2.6
MEP2 TOR yeast	95.1	105.2	123.1	109.4	96.9	100.2	99.9	100.5
proCasp7 act	-13.8	4.4	-2.3	8.1	-9.2	5.3	6.3	-7.0
procasp3 activ	-4.8	1.4	8.9	-2.3	2.8	-5.9	2.6	-6.0
Yeast superoxide	94.2	103.5	98.8	100.2	105.5	90.5	97.9	142.2
GASC-1 inh	-2.0	7.8	11.8	0.4	-6.8	-5.6	22.7	-5.3
RPL19A TOR yeast	95.4	102.8	103.1	104.0	97.9	97.0	100.1	108.5

41: COc1ccc2sc(-c3ccc(N(C)C)cc3)c(C#CC(C)(C)O)c2c1
42: FC(F)(F)Oc1ccccc1-c1nnc(-c2cccc(C(F)(F)F)c2)o1
43: COc1ccc2c(C#CCCO)c(-c3ccc(S(C)(=O)=O)cc3)sc2c1
44: CCC(c1nnnn1Cc1ccco1)N(Cc1ccccc1OC)Cc1cc2cc(C)ccc2[nH]c1=O (stereo not drawn)
45: CSc1nc(O)c(N=Nc2ccc(F)cc2F)c(=O)[nH]1
46: O=C(CSc1ccc(-c2ccco2)nn1)NCc1ccccc1Cl
47: CCN(CC(=O)Nc1ccc2c(c1)OCCO2)C(=O)c1ccc(Cl)cc1Cl
48: CCn1nc(C)c(CN2CCCC(CNS(=O)(=O)c3ccc(OC)cc3)C2)c1C (stereo not drawn)

assay / compound	41	42	43	44	45	46	47	48
LAP4-GFP MLPCN	95.8	102.0	nt	94.0	87.9	111.0	113.1	108.0
AHR act	28.2	6.0	22.0	6.3	2.2	1.2	5.7	9.8
MEP2 TOR yeast	83.4	91.6	nt	97.7	106.3	104.8	101.3	96.9
proCasp7 act	69.6*	6.2	5.9	-4.9	0.6	-7.4	15.2	-5.1
procasp3 activ	48.7*	-15.4	-1.7	5.9	2.7	-5.6	3.9	-14.9
Yeast superoxide	88.6	98.2	131.3	103.2	96.9	104.2	104.9	101.6
GASC-1 inh	-2.5	-6.9	26.6	-14.3	-25.8	-11.1	8.1	2.4
RPL19A TOR yeast	93.3	96.3	nt	104.1	108.1	101.6	99.8	97.6

49: COc1ccc(C(=O)Nc2ccnn2C2CCN(Cc3cccnc3)CC2)cc1
50: CC(C)(C)c1ccc(Oc2ccc(NC(=O)C3CC=CCC3C(=O)O)cc2)cc1 (stereo not drawn)
51: C/C(N)=C(/C#N)C(=O)COC(=O)[C@@H](NC(=O)c1ccccc1Cl)C(C)C
52: CN(C)S(=O)(=O)c1cc(NC(=O)COC(=O)CCc2ccccc2)ccc1Cl

assay / compound	49	50	51	52
LAP4-GFP MLPCN	110.7	94.4	100.5	92.8
AHR act	1.1	-6.0	0.4	-0.8
MEP2 TOR yeast	106.6	98.4	100.9	100.4
proCasp7 act	-2.2	3.6	3.9	8.8
procasp3 activ	2.5	-2.9	5.4	4.8
Yeast superoxide	101.4	110.1	109.1	90.9
GASC-1 inh	1.2	-6.7	7.7	-0.2
RPL19A TOR yeast	98.7	92.7	105.7	96.5
